# PrPC surface inh: inhibitors of human cell surface prion protein PrPC, primary screen, cell-based, TR-FRET | 370,000 compounds, 0.43% hits | TR-FRET read-out | inhibition, % at 13.8 µM | AID 720596, 2013 | Major prion protein (Homo sapiens), P04156; in the data active = inhibition above about 24%; note: 0% = median of the test wells and 100% = reference compound wells
# Yp Topo-I inh: Yersinia pestis topoisomerase I inhibitors, primary screen, biochemical, cleavage product accumulation, plate reader, single point; 360,000 compounds, 0.064% hits; DNA topoisomerase I (Yersinia pestis CO92); activity, % at 10 µM; Y. pestis Topo-I cleavage product accumulation; in the data active = activity above about 50%, passing the limit was not always enough; inconclusive = no clear call, values can overlap the other calls; note: inactives centre near 2
# CCHF vOTU inh: CCHFV vOTU protease inhibitors, primary screen, biochemical, Pep-AMC substrate, fluorescence; Crimean-Congo hemorrhagic fever virus L polyprotein viral ovarian tumor (vOTU) protease …; inhibition, % at 11.5 µM; 370,000 compounds, 0.55% hits; in the data active = inhibition above about 30%; note: 0% = vehicle wells with enzyme and 100% = no enzyme wells
# BoNT-F LC inh: BoNT/F light chain protease inhibitors, primary screen, biochemical, flow cytometry, MLPCN library | AID 588497, 2011 | 360,000 compounds, 0.22% hits | Multiplex microsphere protease cleavage assay | inhibition, % at 10 µM | Botulinum neurotoxin type F light chain protease (Clostridium botulinum); in the data active = inhibition above about 35%, passing the limit was not always enough; inconclusive = no clear call, values can overlap the other calls; note: plate controls were buffer without enzyme for full effect and enzyme alone for no effect
# FadD28 binding: inhibitors of FadD28 bisubstrate probe binding, primary screen, biochemical, fluorescence polarization, single point | AID 588549, 2011 | Mycobacterium tuberculosis FadD28 fatty-acid-AMP ligase | 360,000 compounds, 0.22% hits | inhibition, % at 12.5 µM; in the data active = inhibition above about 8.5%, passing the limit was not always enough; inconclusive = no clear call, values can overlap the other calls
# TcdB inh: TcdB glycohydrolase inhibitors, primary screen, biochemical, single point, plate reader; inhibition, % at 9.99 µM; AID 652162, 2013; Toxin B (Clostridioides difficile), P18177; 350,000 compounds, 0.24% hits; TcdB glycohydrolase enzymatic assay; in the data active = inhibition above about 10%
# Anthrax LF prot: Bacillus anthracis LF protease inhibitors, primary screen, biochemical, multiplex microsphere, MLPCN library; Lethal factor (Bacillus anthracis), P15917; 360,000 compounds, 0.12% hits; inhibition, % at 10 µM; AID 588501, 2011; multiplex microsphere protease cleavage assay; note: plate controls were buffer without enzyme for full effect and enzyme alone for no effect
# Target sequence (P15917 whole entry, looked up): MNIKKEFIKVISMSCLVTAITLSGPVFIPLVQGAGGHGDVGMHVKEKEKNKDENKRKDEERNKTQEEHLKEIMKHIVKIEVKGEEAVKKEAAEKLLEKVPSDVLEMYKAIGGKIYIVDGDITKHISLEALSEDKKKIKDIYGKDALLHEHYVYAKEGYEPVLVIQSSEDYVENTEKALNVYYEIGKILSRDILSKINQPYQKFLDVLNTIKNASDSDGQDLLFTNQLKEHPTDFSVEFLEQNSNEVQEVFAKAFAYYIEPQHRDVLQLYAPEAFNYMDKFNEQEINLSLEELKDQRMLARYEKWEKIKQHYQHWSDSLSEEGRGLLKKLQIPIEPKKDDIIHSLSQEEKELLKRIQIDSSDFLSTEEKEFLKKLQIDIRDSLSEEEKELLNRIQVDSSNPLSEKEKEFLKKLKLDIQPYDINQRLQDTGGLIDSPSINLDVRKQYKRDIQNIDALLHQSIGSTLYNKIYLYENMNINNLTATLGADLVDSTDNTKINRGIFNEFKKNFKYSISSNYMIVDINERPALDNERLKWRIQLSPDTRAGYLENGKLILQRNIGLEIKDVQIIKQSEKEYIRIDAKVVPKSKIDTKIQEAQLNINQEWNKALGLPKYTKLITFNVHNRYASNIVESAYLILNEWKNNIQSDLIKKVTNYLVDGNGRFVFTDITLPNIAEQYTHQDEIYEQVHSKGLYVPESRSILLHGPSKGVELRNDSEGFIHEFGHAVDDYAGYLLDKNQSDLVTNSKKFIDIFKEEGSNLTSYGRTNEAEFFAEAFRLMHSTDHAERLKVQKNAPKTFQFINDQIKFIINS
# BoNT A protease: BoNT/A light chain protease inhibitors, primary screen, biochemical, flow cytometry, MLPCN library; multiplex microsphere protease substrate cleavage; Botulinum neurotoxin type A light chain protease (Clostridium botulinum A str. ATCC 3502); inhibition, % at 10 µM; 360,000 compounds, 0.17% hits; note: plate controls were buffer without enzyme for full effect and enzyme alone for no effect
# PfHsp40 yeast: rescue of yeast from PfHsp40 toxicity, primary screen, S. cerevisiae, ATP luminescence; S. cerevisiae expressing PfHsp40, growth rescue; growth rescue, % at 12.5 µM; 340,000 compounds, 0.68% hits; in the data active = growth rescue above about 28%, passing the limit was not always enough; inconclusive = no clear call, values can overlap the other calls;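 note: yeast W303a lacking pdr1 and pdr3 grown in galactose medium; growth measured after three days at 30 °C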
# An asterisk follows results filed as active; ? = inconclusive; nt = not tested or not shown. Cut-off read from the data, not from the text of the source, unless noted: active = inhibition above about 30%; inconclusive = no clear call, values can overlap the other calls; inactive = below that.
# Values in the order – PrPC surface inh, Yp Topo-I inh, CCHF vOTU inh, BoNT-F LC inh, FadD28 binding, TcdB inh, Anthrax LF prot, BoNT A protease, PfHsp40 yeast
O=S(=O)(c1ccc(Cl)cc1)c1ccccn1
    -1, -3, -10, -6, -1.6, nt, 0, 0.3, -0.6
CCOC(=O)N1CCN(C(=O)c2ccccc2NC(=O)c2ccccc2Cl)CC1
    -1, -1, 8, -3, -1.6, 0.0, -2, -0.2, -0.2
O=C(NCC1OCCCN1S(=O)(=O)c1cc(F)ccc1F)C(=O)NC1CCCC1 (stereo not drawn)
    0, -2, 25, -7, -0.1, -9.4, 4, 1.9, -0.9
CCC(C)C(=O)Nc1cc([N+](=O)[O-])ccc1Cl (stereo not drawn)
    -13, 0, -11, -2, -1.6, 1.1, 0, 0.0, -0.8
COc1ccc(CCN2C(=O)c3[nH]nc(-c4ccccc4O)c3C2c2ccccc2)cc1OC (stereo not drawn)
    2, 3, -3, -8, -1.7, nt, 2, -0.4, 1.9
O=C(Oc1ccc([N+](=O)[O-])cc1)C1CC(=O)N(c2ccc3c(c2)OCCO3)C1 (stereo not drawn)
    3, 10, 23, -10, -2.7, -10, 6, -0.2, -1.3
CCN1CCCC1CNS(=O)(=O)c1ccc(F)c(Cl)c1 (stereo not drawn)
    -1, 6, -9, -8, 0.3, 0.8, -2, -5.6, 1.9
CC1=C(C(=O)Nc2cc(C(=O)NCc3ccccc3)ccc2C)SCCO1
    14, 3, 17, -2, -0.9, -7.5, -10, -0.6, nt
Nc1cccc2c1C(=O)N(C(=O)c1ccc(S(=O)(=O)N3CCCCCC3)cc1)C2=O
    -3, 14, -13, -6, 0.6, nt, 0, 0.3, -1.0
COc1ccc(-c2cc(C(F)(F)F)nc(S(=O)(=O)CCC(=O)N3CCOCC3)n2)cc1
    5, -8, 5, 3, 0.6, nt, -6, 0.1, -1.5
CCC(=O)NC(NC(=O)CC)C(Cl)Cl
    1, 2, -12, 11, 0.7, nt, 4, -0.4, 1.2
Cc1ccc(S(=O)(=O)N2CCC(C(=O)N[C@@H](C)C(=O)NC3CCCCC3)CC2)cc1
    -1, 4, -10, -1, 0.0, nt, -2, 0.4, -0.2
CN(CC(=O)Nc1ccc(Cl)cc1)C1CCCCC1
    6, 9, 7, -13, -2.5, 0.6, 17, 0.6, -1.2
CCCc1ccc(-c2ccc(/C=C/C(=O)O)cc2)nc1
    0, -12, -8, 1, -2.5, 0.5, 1, -0.5, -0.4
CC(=O)OC1CC[C@]2(C#N)[C@H]3CC[C@]4(C)[C@H](C5C=CC(=O)O5)CCC4(O)C3CCC2(O)C1 (stereo partly drawn)
    7, 2, -6, 20, -1.3, 0.2, -2, -1.2, -2.7
CC12CCC(C(S(=O)(=O)Nc3ccccc3)C1=O)C2(C)C (stereo not drawn)
    5, 3, -2, -8, nt, 1.7, -4, -0.5, -0.1
CCc1nc(Sc2nnnn2-c2ccccc2)c2c3c(sc2n1)CCCC3
    -7, 9, -14, -9, -1.5, 0.1, -1, -0.4, -0.9
CCC1COC(c2cccn2Cc2ccccc2Cl)=N1 (stereo not drawn)
    5, 3, 4, -7, -5.6, 0.2, -3, 0.3, 0.1
OC1(c2cccnc2)CCN(Cc2nnnn2Cc2ccccc2)CC1
    -6, 7, -14, 2, -1.0, 0.2, -4, -1.5, 0.4
Cc1c(Br)ccc(NC(=O)Cn2nc(-c3cccs3)ccc2=O)c1C
    -7, 9, -4, 20, 0.3, -0.6, 3, -0.1, -0.5
CC(C)C[C@@H]1Cc2[nH][nH]c(=O)c2[C@H](C)O1
    -7, nt, 2, 3, nt, -0.3, -6, 1.1, nt
N#Cc1cccc(N=Cc2c(O)ccc3ccccc23)c1
    1, -4, 1, 12, -0.6, nt, -1, 0.8, -1.0
COc1cc(C)ccc1OCc1cc(C(=O)N2CCCCCC2)no1
    2, 18, -8, 2, 0.0, -5.0, 0, 1.2, -0.2
CCOC(=O)N1CCN(C(=O)CN(Cc2ccccc2)S(=O)(=O)c2ccc(OC)c(C)c2)CC1
    -3, 31, 6, -9, -2.9, nt, 5, -0.1, -0.3
CC12CCC(c3n[nH]c(=S)nc31)C2(C)C (stereo not drawn)
    8, -4, -22, -4, -2.5, nt, -5, -0.8, -0.3
COc1cc(C(=O)OCCNC(=O)c2ccccc2)cc(OC)c1OC
    -3, 3, 5, 9, -2.1, 0.4, -15, 4.5, -0.2
CC1CN(CC(=O)Nc2cc(S(=O)(=O)N3CCCC3)ccc2Cl)CC(C)O1 (stereo not drawn)
    7, 11, -1, 2, -2.9, -0.9, 3, -0.6, 1.0
CCOc1ccccc1N1CCN(CC(=O)Nc2ccccc2C(=O)NC2CC2)CC1
    -6, 12, -3, 8, -0.5, 2.3, 1, 2.3, -1.6
COc1ccc(C(=O)N/N=C(\C)CC(=O)Nc2ccc(N(C)C)cc2)c(OC)c1
    -2, 9, -15, ?, 0.5, -0.7, 8, 2.0, -0.8
Cn1cc([N+](=O)[O-])c(C(=O)N2CCCCCC2)n1
    6, -1, -4, 1, -1.1, -1.3, 2, 0.3, 0.5
COc1cccc(CN2CCNC(=O)C2CC(=O)NCCCC2CCCC2)c1OC (stereo not drawn)
    -2, 39, 6, -1, -0.7, 0.7, -6, -1.4, -1.0
Cc1cc(C(=O)Nc2ccc(C(=O)O)cc2)c(C)o1
    7, -5, -11, -6, 0.6, 0.1, -5, -0.4, -0.7
COc1cc(/C=N\NC(=O)c2c(C)nc3cc(C)ccn23)ccc1O
    -6, 0, 12, -2, -1.8, 6.9, 11, 0.4, -1.6
COc1cc(/C=C2/C(=N)N3C=CSC3=NC2=O)ccc1OCCCOc1cc(C)ccc1C
    1, 0, -11, 0, -1.1, nt, -1, 0.5, -1.4
Cc1ccc(NC(=O)Nc2ccccc2)nc1
    1, -5, -5, 5, -0.1, 1.0, 12, -0.3, -0.6
COc1ncnc2c1ncn2CCCNCc1ccccc1
    1, 0, -7, 0, -2.3, 1.3, -4, -0.2, nt
Cc1ccc(N(C)S(=O)(=O)c2cccc(C(=O)NCCCN3CCCC3=O)c2)cc1
    6, 12, 7, -10, -2.4, -0.7, -2, -2.3, 1.0
CCCC(=O)N1CCC1(C)C(=O)NS(=O)(=O)c1ccccc1Cl (stereo not drawn)
    5, 11, 17, 1, -3.0, -0.2, -3, 0.5, nt
CC(C)NC(=O)C1CCN(Cc2cnn(-c3ccccc3)c2-n2cccc2)CC1
    1, -3, -5, 0, -0.2, nt, 1, -0.5, -0.8
O=C(Nc1ccccc1N1CCOCC1)c1ccc(Cl)c(S(=O)(=O)NCc2ccco2)c1
    9, 8, 10, -2, -3.2, -4.0, -5, 0.8, 0.9
CCOC(=O)C1=C(C)NC(C)=C(C(=O)OCC)C1C(=O)OCC(=O)NC1CCCCC1
    -4, 26, 11, -10, -1.2, 0.7, -3, -0.3, 0.1
O=C1C2C3C=CC(O3)C2C(=O)N1N=Cc1ccc2c(c1)OCO2 (stereo not drawn)
    -2, 4, 14, -3, -1.4, 0.7, -1, 0.1, 0.1
Clc1ccc2nc(N3CCCCC3)sc2c1
    8, 0, 2, -4, 0.3, -0.1, 0, -0.4, 0.5
Cc1ccc(NC(=O)C2(C)CCN2Cc2cccc3c2OCO3)cc1O (stereo not drawn)
    -8, -5, -4, -6, -0.9, 1.3, 2, 0.4, nt
O=C(NCc1ccco1)c1ccc(COCC(F)(F)C(F)F)cc1
    7, 3, 2, -49, 0.2, nt, -6, -2.0, 0.2
Cc1nnc(SCC(=O)NC(C)(C)C)n1NCc1c(F)cccc1Cl
    0, 5, 16, -2, -1.5, 2.2, 6, 0.8, 1.1
Cc1ccc2oc(C(=O)Nc3ccc(S(=O)(=O)Nc4onc(C)c4C)cc3)cc(=O)c2c1
    -1, -12, 18, -2, -1.1, 2.9, 1, -1.1, 0.3
CC(=O)Nc1cc2c3ccccc3n(C)c2cc1[N+](=O)[O-]
    -17, -12, 15, -22, -2.4, 0.0, -9, -1.3, -0.4
Cc1c(C(=O)N2CCCC2)c(S(=O)(=O)NCCc2ccccc2)c(C)n1C
    5, -4, 4, -3, -1.0, -0.7, 2, -0.1, -0.7
COCCN(Cc1cc2cc3c(cc2nc1Cl)OCO3)C(C)=O
    1, 1, 2, -6, -0.4, -0.1, 0, 0.3, -1.9
CN(c1ccccc1)S(=O)(=O)c1ccc(Cl)c(C(=O)NCCc2c[nH]c3ccccc23)c1
    14, 14, -2, 0, -3.6, -0.6, -1, 0.5, 0.5
CC(C)c1[nH]nc2c1C1(CCN(Cc3ccccc3)CC1)C(C#N)=C(N)O2
    0, 6, 3, 0, 0.6, nt, -10, -0.1, -0.9
CCc1nc2cc(Cl)c(Cl)cc2nc1CC
    -1, 6, -6, -8, 0.6, 2.7, 2, 0.4, 1.2
Cc1ccc(NC(=O)NC2=NN(c3ccccc3)C(=O)/C2=C2/CCCN2C)cc1
    -3, 5, 2, 3, -4.6, 1.9, 7, -0.2, 0.8
CCCN(CC(=O)Nc1ccccc1OC)C(=O)C1CCCC1
    -4, 4, 0, 3, 0.9, 2.2, -1, -1.7, -1.1
Cn1c(O)c(N=NC(=O)Cn2ccc(C(F)(F)F)n2)c2ccccc21
    -7, -3, 2, -6, 0.2, -0.1, 1, -0.8, 0.7
COc1ccc(CNC(=O)C2CCC(=O)N(CCCN3CCCC3=O)C2)c(OC)c1 (stereo not drawn)
    6, 7, 1, -5, -4.1, -6.7, 2, -0.7, -0.4
CCc1c(C(=O)N/N=C/c2ccsc2)csc1C
    3, -5, 30*, -2, -2.6, nt, -1, -0.2, 0.9
Cc1ccccc1NC(=O)CCc1nnc2ccc(N3CCC4(CC3)OCCO4)nn12
    -17, 1, 9, 3, 1.9, -1.4, -2, 1.6, -1.0
Cc1cc(C(=O)O)cc(S(=O)(=O)Nc2ccccc2C(=O)NC2CC2)c1C
    9, 6, 3, -6, -0.1, 0.1, -2, 0.4, 0.7

# Brought forward from above: 3 compounds, followed by the next part.
# Values in the order – PrPC surface inh, Yp Topo-I inh, CCHF vOTU inh, BoNT-F LC inh, FadD28 binding, TcdB inh, Anthrax LF prot, BoNT A protease, PfHsp40 yeast
CCc1c(C(=O)N/N=C/c2ccsc2)csc1C
    3, -5, 30*, -2, -2.6, nt, -1, -0.2, 0.9
Cc1ccccc1NC(=O)CCc1nnc2ccc(N3CCC4(CC3)OCCO4)nn12
    -17, 1, 9, 3, 1.9, -1.4, -2, 1.6, -1.0
Cc1cc(C(=O)O)cc(S(=O)(=O)Nc2ccccc2C(=O)NC2CC2)c1C
    9, 6, 3, -6, -0.1, 0.1, -2, 0.4, 0.7
CC(C)Nc1ccc(C(CC(N)=O)NC(=O)Cc2ccc(Cl)cc2)cc1[N+](=O)[O-] (stereo not drawn)
    -4, 3, 8, 0, -0.1, -0.1, 0, -0.3, -0.2
CC(=O)C1=C(O)CC(C)(C)CC1=NCc1nc2ccccc2[nH]1
    2, -2, -3, -5, -1.7, 0.7, 0, 0.4, 0.1
COc1ccc(C2OCC3(CO2)SC(N)=NC3=O)cc1 (stereo not drawn)
    -1, 2, 9, -11, -1.0, 1.3, -3, -1.1, 6.9
CCOc1cc(S(=O)(=O)Nc2ccc(CC)cc2)ccc1Cl
    12, -8, 11, -12, -6.2, nt, -7, -0.8, -0.2
COc1ccc(C(C(=O)NCC2CCCO2)N(C(=O)CNC(=O)c2cccs2)c2ccccc2C)cc1OC (stereo not drawn)
    4, 6, -3, -6, -3.8, 0.9, -1, -2.0, 1.5
CC(C)N(CCNC(=O)C1CCCN(c2ncnc3c2nc2n3CCCCC2)C1)Cc1ccccc1 (stereo not drawn)
    -3, 2, -5, 14, -1.1, 0.5, -1, 1.6, 0.6

# Screening results (PubChem BioAssay)

# The order is random; any-hit rate near 2.3%.
